Screening results from PubChem.
Rhodamine autofl – qHTS Assay for Spectroscopic Profiling in Rhodamine Spectral Region. max dye-equivalent concentration, M. Rhodamine-region fluorescence, 547/598 nm, Tris buffer; hits give high values. 0.05% of 59,000 active; in the data active = max dye-equivalent concentration above about 11 nM; inconclusive = between about 1.1 nM and that limit
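Steps: pin-transfer compounds into pH 8.0 Tris (100 mM), hold 15 min at room temperature, image with a 547/598 nm filter pair, and convert intensities to rhodamine-equivalent concentration using a six-point on-plate rhodamine series.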
FLuc inh – qHTS Assay for Inhibitors of Firefly Luciferase; Luciferin 4-monooxygenase (Photinus pyralis), P08659; purified firefly luciferase, luminescence, 8 min; Potency, µM (doses to about 57.1 µM), inactives show top-dose activity change, negative = inhibition, actives largely listed as inhibitors; 2.2% of 72,000 active; AID 411, 2009; note: potency is the fitted concentration of half-maximal effect; % is set by controls: 0 for no effect and ±100 for the full control effect; nearly all actives have a fitted effect of over 40% in size
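Titration-based qHTS; buffer 50 mM imidazole pH 7.2, 50 mM KCl, 7 mM MgCl2, 10 uM ATP, 0.01% Tween 20, 0.05% BSA; luciferase/luciferin detector mix added after compound; 8 min, ambient; luminescence.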
HBB splice mod – qHTS Assay for Modulators of Hemoglobin Beta Chain Splicing | Potency, µM (titrated, usually from 46.1 µM), for the others: at the highest dose activation, usual class: activators | HBB splicing reporter cell assay, activation; EGFP reporter with mutant IVS2-654 intron; response scale: normalised to 500 nM splice-correcting PNA | 0.06% of 65,000 active | AID 925, 2007; note: potency is the fitted concentration of half-maximal effect; 0% is about no effect
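Compounds were applied for 2 days to HeLa EGFP-654 cells, 500/well in Optimem with 2% FCS. The reporter's EGFP is disrupted by mis-splicing of beta-globin intron IVS2-654. Readout: summed well GFP fluorescence from 488 nm laser scanning; reference was 500 nM antisense […] 654 PNA.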
DNA Pol III inh – qHTS Assay for Inhibitors of DNA Polymerase III Holoenzyme System. reconstituted DNA polymerase III holoenzyme replication, biochemical. Potency, µM (top dose mostly 57.1 µM), without a hit: top-dose activity change, negative = inhibition. 0.25% of 71,000 active. AID 603, 2007; note: potency is the fitted concentration of half-maximal effect; % is set by controls: 0 for no effect and ±100 for the full control effect
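Reconstituted *E. coli* holoenzyme (0.35 nM Pol III, 1 nM beta, 154 nM SSB, 2 nM primase) was preincubated with compound for 15 min at RT. Synthesis on 1.4 nM ssM13Gori ran 35 min, then was stopped with PicoGreen/EDTA and read as dsDNA fluorescence.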
CRE-bla Fsk – Cell signaling CRE-BLA (Fsk stim); CHO CRE-bla reporter (cAMP response element driving beta-lactamase), forskolin EC10, beta-lactamase ratio; Potency, µM (top dose mostly 38.2 µM), for inactives: at the highest dose activity change, negative = inhibition, usual class: activators; 2.5% of 71,000 active; AID 662, 2007; active = well fitted activation curve with a large enough effect in the signal ratio, with a control signal flat, not every such curve was filed as active; inconclusive = small, poorly fitted or top-dose-only effect, or effect the other way, or a change in a side signal; the % refers to the signal ratio; note: potency is the fitted concentration of half-maximal effect; % of control where 0% means no effect
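Titrated compounds plus EC10 NKH 477 on CHO CRE-bla cells, 3 h, 37 °C. CCF4, 2 h RT. Ratio 460/530 nm → AC50.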
Hsp90 Hop PPI – qHTS Assay for Disrupters of an Hsp90 Co-Chaperone Interaction | AlphaScreen TPR2A-His6 binding biotin-Hsp90 C-terminal peptide | Potency, µM (doses to about 57 µM), inactives show at the highest dose activity change, negative = inhibition | 0.44% of 71,000 active; active = well fitted curve in either direction with a large enough effect; inconclusive = small, poorly fitted or top-dose-only effect, or another doubt; note: potency is the fitted concentration of half-maximal effect; % is set by controls: 0 for no effect and ±100 for the full control effect; many of its hits are not listed in these tables
ERK AVP inh – qHTS Assay for Inhibitors of the ERK Signaling Pathway using a Homogeneous Screening Assay; AID 995, 2007; Potency, µM (titrated, usually from 57.5 µM), for the others: at the highest dose activity, negative = inhibition, hits mostly inhibitors; 0.99% of 72,000 active; HEK293-V1b, vasopressin-stimulated pERK AlphaScreen; note: potency is the fitted concentration of half-maximal effect; % is set by controls: 0 for no effect and ±100 for the full control effect; nearly all actives have a fitted effect of over 55% in size
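qHTS, compounds titrated on V1b-expressing HEK293 cells. Preincubation 30 min at 37C, vasopressin 25 nM for 5 min, lysis 10 min, bead incubation 5 hr at room temperature.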
TexasRed autofl – qHTS Assay for Spectroscopic Profiling in Texas Red Spectral Region; AID 587, 2007; 0.06% of 59,000 active; Compound fluorescence, Texas Red channel, 547/618 nm; hits give high values; max dye-equivalent concentration, M; in the data active = max dye-equivalent concentration above about 10 nM; inconclusive = between about 1.1 nM and that limit
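Pin-transferred compounds and Texas Red standards go into 100 mM Tris buffer, pH 8.0. After 15 min at room temperature, plates are imaged with 547/618 nm filters. Each value is a dye-equivalent concentration derived from the per-plate dye curve.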
HADH2 inh – qHTS Assay for Inhibitors of HADH2 (Hydroxyacyl-Coenzyme A Dehydrogenase, Type II); 3-hydroxyacyl-CoA dehydrogenase type-2 (Homo sapiens), Q99714; recombinant HADH2, NADH fluorescence, beta-hydroxybutyryl-CoA; Potency, µM (top dose mostly 57.1 µM), for the others: at the top dose activity change, negative = inhibition, actives largely listed as inhibitors; 3.4% of 73,000 active; AID 886, 2007; note: potency is the fitted concentration of half-maximal effect; % is set by controls: 0 for no effect and ±100 for the full control effect; nearly all actives have a fitted effect of over 60% in size; many of its hits are not listed in these tables
Target sequence (Q99714 whole entry, looked up, one chain of several): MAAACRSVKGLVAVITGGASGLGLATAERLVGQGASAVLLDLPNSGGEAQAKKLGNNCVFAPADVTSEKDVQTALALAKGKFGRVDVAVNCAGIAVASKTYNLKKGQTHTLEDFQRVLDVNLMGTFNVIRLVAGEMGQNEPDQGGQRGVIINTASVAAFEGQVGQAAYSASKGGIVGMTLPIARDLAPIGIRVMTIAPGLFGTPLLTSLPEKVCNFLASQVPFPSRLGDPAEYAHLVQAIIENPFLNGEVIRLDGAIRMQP
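E. coli-expressed His-tagged HADH2 tested at 20 nM in alkaline Tris buffer (pH 9.0); oxidation of 90 uM beta-hydroxybutyryl-CoA with 1 mM NAD+ tracked fluorimetrically for 4 min.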
Tau fil binding – qHTS Assay for Tau Filament Binding; Potency, µM (titrated, usually from 57.1 µM), for inactives: top-dose activity change, negative = inhibition; AID 596, 2007; 2% of 71,000 active; recombinant tau filaments, thioflavin S fluorescence, 15 h; filaments grown with octadecylsulfate alongside compound; Microtubule-associated protein tau (Homo sapiens), P10636;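 note: potency is the fitted concentration of half-maximal effect; % is set by controls: 0 for no effect and ±100 for the full control effect; actives lower thioflavin S fluorescence by blocking filaments or displacing dye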
Target sequence (P10636 whole entry, looked up): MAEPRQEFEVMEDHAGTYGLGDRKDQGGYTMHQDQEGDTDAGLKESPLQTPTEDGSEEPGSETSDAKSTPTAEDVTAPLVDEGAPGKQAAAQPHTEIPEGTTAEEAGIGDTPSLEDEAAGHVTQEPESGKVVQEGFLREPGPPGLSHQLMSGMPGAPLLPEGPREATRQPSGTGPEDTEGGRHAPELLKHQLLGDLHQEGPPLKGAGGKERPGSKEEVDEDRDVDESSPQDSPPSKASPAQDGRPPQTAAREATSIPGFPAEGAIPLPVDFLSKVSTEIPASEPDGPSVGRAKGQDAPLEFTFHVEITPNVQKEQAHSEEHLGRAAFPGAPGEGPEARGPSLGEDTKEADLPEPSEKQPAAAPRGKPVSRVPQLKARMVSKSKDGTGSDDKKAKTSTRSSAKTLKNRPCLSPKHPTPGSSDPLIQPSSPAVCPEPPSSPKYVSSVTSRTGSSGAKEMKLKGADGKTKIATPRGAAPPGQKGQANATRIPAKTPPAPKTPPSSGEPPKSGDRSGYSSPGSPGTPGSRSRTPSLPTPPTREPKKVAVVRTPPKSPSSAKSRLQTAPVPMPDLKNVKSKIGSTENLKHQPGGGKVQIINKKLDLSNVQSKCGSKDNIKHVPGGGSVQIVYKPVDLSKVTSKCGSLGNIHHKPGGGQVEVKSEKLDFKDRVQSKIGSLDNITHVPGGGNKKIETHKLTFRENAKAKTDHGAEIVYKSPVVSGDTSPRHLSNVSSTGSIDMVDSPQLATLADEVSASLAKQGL
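Recombinant tau protein (human, 1 uM final) plus 30 uM ODS in HEPES pH 7.4 with NaCl, DTT and thioflavine S. Compound present from the start; fluorescence at 510 nm after 15 h, 37 C.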
15-hLO inh – qHTS Assay for Inhibitors of 15-hLO (15-human lipoxygenase) | Polyunsaturated fatty acid lipoxygenase ALOX15 (Homo sapiens), P16050 | purified 15hLO-1, xylenol orange hydroperoxide absorbance | Potency, µM (titrated, usually from 57.1 µM), for inactives: top-dose activity change, negative = inhibition, most hits filed as inhibitors | 1.4% of 74,000 active; note: potency is the fitted concentration of half-maximal effect; % is set by controls: 0 for no effect and ±100 for the full control effect; nearly all actives have a fitted effect of over 55% in size
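40 nM 15hLO-1 + cpd, 15 min RT; start w/ 50 uM AA (final), 6 min RT; stop/detect w/ 200 uM XO + 300 uM Fe(II) in 50 mM H2SO4, 30 min; A573/A405. Buffer 25 mM Hepes pH 7.5, 0.01% Triton X-100. No-enzyme wells as negative control.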
Numbers without * were called inactive; i = inactive; ? = inconclusive; nt = not tested or not shown; [ ] = another dose, or the depositor's remark. Unless noted, calls come from the whole dose curve; as a rule, active = well fitted curve in the direction sought with a large enough effect; inconclusive = small, poorly fitted or top-dose-only effect, or another doubt; inactive = no such curve, though single readings can be large; an effect the other way counts as inactive or inconclusive. Not all compounds are listed; the hit share may differ from the screen's.

Results follow in this order: Tau fil binding, Hsp90 Hop PPI, DNA Pol III inh, HBB splice mod, CRE-bla Fsk, FLuc inh, TexasRed autofl, Rhodamine autofl, ERK AVP inh, HADH2 inh, 15-hLO inh
CC1CCC(C(C)C)C(OC(=O)COC(=O)c2cccn2C)C1 (stereo not given)
→ -9%, ?, -3%, -1.4%, -2%, 0%, i, i, 3%, -9%, 2%
Cn1cc(Cl)c(C(=O)N2CCN(c3ncccn3)CC2)n1
→ -5%, ?, -4%, 0.2%[57.5 µM], -6%, -2%, i, i, -19%, 41%[activator], 17%
CC(C)C(NC(=O)OCc1ccccc1)C(=O)OCC(=O)N1C(C)CCCC1C (stereo not given)
→ 1%, -1%, -8%, -1.4%, ?, -5%, i, i, 3%, 0%, 17%
Cn1c(=O)cc(SCC(=O)N2CCCC2)c2cc(Cl)ccc21
→ -5%, 0%, -4%, -0.8%, ?, 0%, i, i, 18%, -6%, -5%
Cc1ccccc1NC(=O)c1cc(N)ccc1N1CCCCC1
→ -29%, -9%, -1%, -0.7%, 10%, -1%, i, i, ?, 4%, -2%
C=CCN1C(c2ccccc2)=CS/C1=C(\C#N)c1nnc2n1CCCCC2
→ 106%, -5%, -6%, -1.7%, ?, 0%, i, i, -17%, 11%, 4%
COc1ccc(CCNC(=O)C2CC(=O)N(C3CCCC3)C2)cc1OC (stereo not given)
→ -6%, -23%, -1%, -1.9%, 15%, 1%, ?, i, 11%, -2%, 5%
CC(=O)Nc1ccc(-n2c(C)nc(=O)c(-c3ccccc3)c2C)cc1
→ 5%, -2%, -4%, 0.5%, -11%, 2%, i, i, -6%, 2%, -5%
COc1ccccc1CN1CCCC2(CCN(C(=O)c3cccc(F)c3)CC2)C1
→ 1%, -1%, -5%, 0.8%, -6%, 1%[11.4 µM], i, i, -8%, 11%, 2%
CC(C)(C)NC[C@@H](O)c1ccc(O)c(CO)n1
→ 6%[11.4 µM], -5%[11 µM], -10%[11.4 µM], 4.8%[9.22 µM], 0%[7.6 µM], 5%[11.4 µM], i, i, -19%[11.5 µM], -2%[11.4 µM], 1%[11.4 µM]
CCN(CC)S(=O)(=O)c1ccc(-c2nnc(SCc3nnc(-c4ccc(C)cc4)o3)o2)cc1
→ 3%, 1%, -4%, 1.7%[57.5 µM], -6%, 5%, i, i, -14%, 3%, 3%
O=C(Nc1ccc2c(c1)OCCO2)C1CCCN(S(=O)(=O)c2cnc[nH]2)C1 (stereo not given)
→ -3%, -1%, -6%, 1.5%, 4%, 0%, nt, nt, -3%, -4%, 9%
Cc1nnc(N2CCN(c3ccccc3)CC2)[nH]c1=O
→ -5%, -1%, -3%, 1.6%, -1%, -1%, i, i, 4%, 1%, 10%
COC(=O)CSc1cc(C)nc(NC(C)=O)n1
→ 10%, 2%, 2%, nt, -2%, 1%, ?, i, -17%, 3%, 1%
COc1ccc(C)cc1-n1nnnc1SCc1csc(C)n1
→ -10%, -2%, 0%, -0.2%, 1%, -1%, i, i, 16%, 0%, -13%
CC1(C)O[C@H]2[C@@H](c3[nH]nc4c(=O)[nH]c(=O)[nH]c34)OC[C@H]2O1
→ 0%[11.4 µM], -2%[11 µM], 0%[11.4 µM], 0.2%[9.22 µM], -6%[7.6 µM], 0%[11.4 µM], i, i, 13%[11.5 µM], -3%[11.4 µM], 2%[11.4 µM]
O=S(=O)(c1ccc(C2CCCCC2)cc1)N1CCN(c2ncccn2)CC1
→ 2%, -2%, -5%, 1.2%, ?, 0%, i, i, 8%, 18%, 1%
O=S(=O)(c1ccccc1)N1CCN(CC(O)COc2ccc3c(c2)CCC3)CC1 (stereo not given)
→ 9%, -1%, 0%, -0.8%, -7%, 0%, i, i, -20%, 6%, -21%
O=C(C1CC1)N1CCc2cc(Br)cc(S(=O)(=O)NCc3ccccn3)c21
→ -2%, -11%, -7%, 0.8%, 9%, 2%, i, i, -17%, 12%, 8%
Cc1cccc(C)c1
→ -2%, 1%, 3%, 0.3%, -10%, nt, nt, nt, -3%, -3%, 2%
O=C(Nc1ccc(C2CCCCC2)cc1)C1CCN(c2ncccn2)CC1
→ -18%, 3%, 0%, nt, 5%, 2%, i, i, -10%, 16%, ?
C=CCn1c(SCC(=O)N2CC(=O)Nc3ccccc32)nc2scc(-c3cccs3)c2c1=O
→ 149%, -4%, -13%, -0.3%, ?, 2%, ?, i, -8%, 5%, -10%
Cc1cc(-c2nc3c4c5c(sc4[nH]c(=O)n3n2)CCC5)c(C)o1
→ -10%, -2%, ?, -0.2%[57.5 µM], -3%, -2%, i, i, -28%, 25µM*, -26%
O=c1[nH]c2ccccc2nc1NCCN1CCOCC1
→ 10%, -3%, -5%, 5.6%, 5%, -1%, i, i, -2%, -7%, 11%
CCC(=NCc1ccccc1)C1=C(O)C(C(=O)OC)C(C)(C)CC1=O (stereo not given)
→ -4%, -1%, -6%, nt, 1%, -1%, i, i, -10%, 13%, 7%
COc1ccc(C2C(C#N)=C(N)Oc3n[nH]c(C)c32)cc1Cn1nnc2ccccc21 (stereo not given)
→ 12%, -5%, 8%, -4.8%, -1%, 0%, nt, nt, 10%, -26%, -3%
CCc1ccc(NC(=O)C2CC=CCC2C(=O)O)cc1 (stereo not given)
→ 16%, -4%, -4%, -1.3%, -7%, -2%, nt, nt, 19%, 18%, 3%
CSc1ccc(CNc2ccccn2)cc1
→ -10%, -1%, 2%, -1.4%, -5%, 16µM*, i, i, -13%, 0%, -8%
Cc1ccc2c(CSc3nc4ccccc4c(=O)n3CCCO)cc(=O)oc2c1
→ 1%, -7%, -9%, -0.5%, 2µM*, -1%, ?, i, -26%, 1%, -13%
COCc1nnc(NC(=O)c2ccc(NC(=O)C(C)C)cc2)s1
→ -7%, 0%, -3%, nt, -1%, -2%, ?, i, ?, -12%, 7%
CCOC(=O)Cc1c(C)nc2c(-c3ccccc3)c[nH]n2c1=O
→ 3%, -3%, -10%, 1.4%, 5%, -21%, i, i, 7%, 18%, 24%
Nc1nc(CSc2nnnn2-c2ccc(F)c(Cl)c2)nc(N2CCOCC2)n1
→ 5%, -5%, 2%, 0.2%, ?, -1%, i, i, 13%, 9%, -2%
COCC1C2CC[C@H]3C(OCc4ccc(F)cc4C(F)(F)F)OC[C@]4(C)[C@H]3C2=C(CN4C(=O)OC(C)(C)C)[C@H](C)C1COC (stereo not given in full)
→ 88%, -10%, -22%, 0.3%, ?, nt, nt, nt, -7%, 0%, nt
CCN(CC)CCCN1C(=O)CSC1c1ccc2c(c1)OCO2 (stereo not given)
→ 8%, -4%, 0%, -0.2%, 4%, 1%, i, i, -3%, 5%, 5%
CC(C)Oc1cccc(-c2cc(C(=O)N3CCN(S(C)(=O)=O)CC3)c3ccccc3n2)c1
→ -9%, -7%, -5%, 0.3%, 36%, 5µM*, i, i, -24%, 9%, 0%
CC(=O)c1ccc(NC(=O)C2CCN(S(=O)(=O)c3cccc4cccnc34)CC2)cc1
→ 48%, 0%, 0%, 0.1%, -6%, -3%, nt, nt, -26%, ?, -6%
CCC(C)NC(=O)CSc1nc2n[nH]c(C)c2c(=N)n1-c1ccc(OC)cc1 (stereo not given)
→ 338%, 3%, -4%, 0.9%, ?, -18%, ?, i, 3%, 34%[activator], -8%
